Bioassay records as filed in PubChem.
LmPK inhibitor = LmPK (Leishmania mexicana) enzyme inhibition; Q27686; Potency, µM (doses to about 57.5 µM), for inactives: top-dose activity change, negative = inhibition, most hits filed as inhibitors; 290,000 compounds, 0.37% hits; AID 1721; purified LmPK, Kinase-Glo ATP luminescence, 1 h; further: potency means the concentration at half of the fitted maximal effect
Target sequence (Q27686 whole entry, looked up): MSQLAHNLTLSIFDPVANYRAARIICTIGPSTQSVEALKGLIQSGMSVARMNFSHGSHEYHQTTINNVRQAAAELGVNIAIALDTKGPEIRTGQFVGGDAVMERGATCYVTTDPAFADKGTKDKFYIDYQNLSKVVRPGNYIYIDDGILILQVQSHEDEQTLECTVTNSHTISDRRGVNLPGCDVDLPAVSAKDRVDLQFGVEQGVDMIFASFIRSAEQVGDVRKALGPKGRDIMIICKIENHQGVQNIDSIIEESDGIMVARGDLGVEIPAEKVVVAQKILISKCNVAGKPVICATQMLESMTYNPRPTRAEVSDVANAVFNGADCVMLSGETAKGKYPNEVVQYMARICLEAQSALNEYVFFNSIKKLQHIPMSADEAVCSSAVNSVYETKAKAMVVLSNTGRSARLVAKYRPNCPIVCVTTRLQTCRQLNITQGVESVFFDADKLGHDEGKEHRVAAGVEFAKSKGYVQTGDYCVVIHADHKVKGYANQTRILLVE
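qHTS format; LmPK 0.1 nM; substrates PEP 0.5 mM and ADP 0.1 mM. One-hour room-temperature incubation, then coupled luciferase luminescence; 0.5 nM enzyme wells mark activation.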
AmpC detergent = blocks E. coli AmpC beta-lactamase in detergent assay. AmpC hydrolysis of nitrocefin, absorbance 480 nm, 0.01% Triton. Potency, µM (titrated, usually from 114 µM), inactives show at the highest dose activity change, negative = inhibition, most hits filed as inhibitors. AID 485294. P00811. 370,000 compounds, 0.041% hits;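 further: potency means the concentration at half of the fitted maximal effect; 0% = no-compound wells and -100% = no-enzyme wells; nearly all actives have a fitted effect of over 25% in size; some results filed as inactive show a strong effect at the top dose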
Target sequence (P00811 whole entry, looked up): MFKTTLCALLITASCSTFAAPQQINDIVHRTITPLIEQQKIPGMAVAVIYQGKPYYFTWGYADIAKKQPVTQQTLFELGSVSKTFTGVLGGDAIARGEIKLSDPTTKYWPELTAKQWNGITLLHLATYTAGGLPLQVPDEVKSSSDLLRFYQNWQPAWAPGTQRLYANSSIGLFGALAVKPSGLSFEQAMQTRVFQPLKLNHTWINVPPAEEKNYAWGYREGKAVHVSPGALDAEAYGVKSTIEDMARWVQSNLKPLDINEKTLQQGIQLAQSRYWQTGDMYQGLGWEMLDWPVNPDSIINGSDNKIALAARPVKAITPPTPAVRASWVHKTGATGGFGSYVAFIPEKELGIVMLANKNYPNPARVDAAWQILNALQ
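AmpC (5.3 nM in the dispensed reagent) in 20 mM phosphate pH 7.0 with 0.01% (detergent screen) or 0.0001% Triton X-100 was preincubated with compounds for 15 min at room temperature. Nitrocefin was then added from an 800 uM solution, and hydrolysis was followed at 480 nm.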
HCV inhibitor = inhibitors of hepatitis C virus infection | Huh7.5.1 HCVcc-Cre infection, luciferase reporter, 44 h | AID 651820 | Potency, µM (titrated, usually from 41.8 µM), for inactives: at the highest dose activity change, negative = inhibition, usual class: inhibitors | 340,000 compounds, 3.4% hits; further: potency means the concentration at half of the fitted maximal effect
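Antiviral activity was scored by luciferase reporter output from cells infected with HCVcc-Cre (~0.5 moi) in presence of compound, 44 h infection period, cells seeded 1,000/well 4 h prior.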
Tb PYK inh = blocks Trypanosoma brucei pyruvate kinase | Potency, µM (series often up to 76.8 µM), inactives show top-dose activity, negative = inhibition, usual class: inhibitors | 410,000 compounds, 0.12% hits | TbPYK enzyme, Kinase-Glo Plus ATP luminescence, 45 min | Q57TT1; further: potency means the concentration at half of the fitted maximal effect; nearly all actives have a fitted effect of over 50% in size
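Luminescence from Kinase-Glo Plus, added after a 45-minute room-temperature reaction, served as the end-point read-out. The enzyme and substrate were preincubated with compound before ADP (130 uM final) initiated turnover. Concentration-effect curves came from normalized qHTS data.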
HCMV antiviral = inhibitors of human cytomegalovirus. HFF cells, HCMV-luciferase reporter, 72 h; active compounds read low. 410,000 compounds, 4.5% hits. activity change, negative = inhibition, % at 57.5 µM; in the data active means activity change below about -60%; inconclusive means no clear call, values can overlap the other calls; inactive means above about -39%
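Compounds were evaluated in HFFs infected with an HCMV luciferase reporter virus (MOI 1 PFU/cell). Luciferase in lysates collected 72 h post infection served as the replication measure.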
AMA1-RON2 inh = inhibitors of Plasmodium falciparum AMA1-RON2 interaction. AlphaScreen AMA1-biotinylated RON2 peptide binding. AID 720542. Potency, µM (top dose mostly 58.2 µM), for the others: at the top dose activity change, negative = inhibition, most hits filed as inhibitors. 360,000 compounds, 0.2% hits;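 further: potency means the concentration at half of the fitted maximal effect; 0% = vehicle wells and -100% = peptide control; nearly all actives have a fitted effect of over 45% in size; some results filed as inactive show a strong effect at the top dose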
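AMA1 (3D7) with his tag at 25 nM final met compounds first, then biotinylated RON2 peptide at 25 nM; detection used donor plus acceptor beads, 10 µg/mL apiece, read by AlphaScreen after 30 min at room temperature.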
AmpC no deterg = blocks E. coli AmpC beta-lactamase in detergent-free assay; AmpC nitrocefin hydrolysis, absorbance 480 nm, 0.0001% Triton; P00811; Potency, µM (titrated, usually from 57.1 µM), without a hit: top-dose activity change, negative = inhibition, most hits filed as inhibitors; 330,000 compounds, 0.52% hits;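 further: potency means the concentration at half of the fitted maximal effect; plate controls were no compound for no effect and no enzyme for full effect; nearly all actives have a fitted effect of over 20% in size; some results filed as inactive show a strong effect at the top dose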
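AmpC (5.3 nM in the dispensed reagent) in 20 mM phosphate pH 7.0 with 0.01% (detergent screen) or 0.0001% Triton X-100 was preincubated with compounds for 15 min at room temperature. Nitrocefin was then added from an 800 uM solution, and hydrolysis was followed at 480 nm.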
* = called active by the depositor; ? = inconclusive; . = not tested or not shown; [ ] = dose if it differs, or a comment. Unless noted, the call rests on the fitted dose curve; in most records, active means well fitted curve in the direction sought with a large enough effect; inconclusive means small, poorly fitted or top-dose-only effect, or another doubt; inactive means no such curve, though single readings can be large; an effect the other way counts as inactive or inconclusive. Unless noted, on the % scale 0 is the no-effect control and ±100 the full control effect.

SMILES	LmPK inhibitor	AmpC detergent	HCV inhibitor	Tb PYK inh	HCMV antiviral	AMA1-RON2 inh	AmpC no deterg
CN(C)S(=O)(=O)c1ccc(N2C(=O)CC2(/C=C/c2ccccc2)C(=O)NC2CCCC2)cc1 (stereo unspecified)	1%	?	13%	2%	28	-1%	-24%
O=C(Nc1ccccc1)C1CC(=O)n2ncnc2N1 (stereo unspecified)	0%	0%	-3%	0%	10	0%	2%
Cc1cc(OC(C)C(=O)N(Cc2ccco2)Cc2ccco2)cc(C)c1Cl (stereo unspecified)	.	-2%	.	1%	36	.	.
Cc1ccc(C(=O)O)cc1-n1c(=O)n(Cc2ccccc2)c(=O)c2[nH]cnc21	1%	3%	24%	-5%	-7	5%	-9%
COc1ccccc1NC(=O)c1cc2ccccc2o1	-9%	2%	?	-4%	133	16%	-12%
CS(=O)(=O)NCC(c1ccco1)N1CCN(c2ccccc2)CC1 (stereo unspecified)	.	0%	.	2%	96	.	.
Cc1ccc(S(=O)(=O)Nc2ncc(C(F)(F)F)cc2Cl)cc1	0%	-3%	-5%	1%	7	-5%	-12%
COC(=O)C(C)(C)ONC(=O)Nc1ccccc1	0%	-14%	-7%	-6%	-25	-2%[11.6 µM]	-16%
O=C(CSc1nnc2c3ccccc3c3ccccc3c2n1)Nc1ccccc1	2%	?	.	.	.	.	-14%
O=C(/C=C/c1cccc(F)c1)N1CCN(c2ccccn2)CC1	-3%	13%	-5%	13%	7	-15%	2%
Cc1nn(-c2ccccc2)c(OC(=O)c2ccccc2Br)c1S(=O)(=O)c1ccccc1	.	10%	.	9%	-6	.	.
Nc1nc(SCc2nnc(SCC(=O)O)n2-c2ccccc2)nc2sc3c(c12)CCCC3	3%	-3%	-6%	-2%	-16	39%[activator]	3%
COc1cc2c(cc1OC)CN(CC(=O)Nc1ccc(C)c(S(=O)(=O)N3CCOCC3)c1)CC2	-4%	-2%	13%	-9%	3	-7%	139%[activator]
COc1ccc(N2CCN(CC(=O)Nc3ccc(C)cc3Br)CC2)cc1	.	.	7%	-5%	39	0%	.
O=C(/C=C/c1ccccc1)OCc1cnc(Cl)s1	3%	-6%	9%	2%	20	-12%	-18%
COc1ccccc1CNC(=O)c1cn(C)c(=O)c2cc(OC)c(OC)cc12	8%	1%	7%	-4%	15	-23%	-12%
Cc1ccc(Cl)cc1NS(=O)(=O)c1ccc2oc(=O)c3ncn(C)c3c2c1	.	-1%	.	1%	29	.	.
CCSc1nc2sc3c(c2c(=O)n1CC)CCC3	-4%	-12%	?	1%	-16	-2%	-14%
N/C(=N\OC(=O)COc1cc(Cl)c(Cl)cc1Cl)c1ccccn1	-5%	-14%	-18%	-1%	81	62%[activator]	-48%
O=C1CC(c2ccsc2)Sc2ccccc2N1 (stereo unspecified)	-3%	1%	8%	0%	36	2%	-35%

Reprinted at random: 5 compounds from above, in no set order.
SMILES	LmPK inhibitor	AmpC detergent	HCV inhibitor	Tb PYK inh	HCMV antiviral	AMA1-RON2 inh	AmpC no deterg
COC(=O)C(C)(C)ONC(=O)Nc1ccccc1	0%	-14%	-7%	-6%	-25	-2%[11.6 µM]	-16%
Cc1ccc(S(=O)(=O)Nc2ncc(C(F)(F)F)cc2Cl)cc1	0%	-3%	-5%	1%	7	-5%	-12%
CCSc1nc2sc3c(c2c(=O)n1CC)CCC3	-4%	-12%	?	1%	-16	-2%	-14%
CS(=O)(=O)NCC(c1ccco1)N1CCN(c2ccccc2)CC1 (stereo unspecified)	.	0%	.	2%	96	.	.
O=C1CC(c2ccsc2)Sc2ccccc2N1 (stereo unspecified)	-3%	1%	8%	0%	36	2%	-35%

The listing continues:
SMILES	LmPK inhibitor	AmpC detergent	HCV inhibitor	Tb PYK inh	HCMV antiviral	AMA1-RON2 inh	AmpC no deterg
COc1ccc2nc(NC(=O)c3cc(=O)c4ccccc4o3)sc2c1	.	12%	.	2%	37	.	.
Brc1ccccc1-c1nnc2sc(Cc3ccccc3)nn12	-2%	?	-6%	-12%	6	-2%	-6%
COc1ccc(NC(=O)c2c(-c3c(Cl)cccc3Cl)noc2C)c(OC)c1	9%	-5%	?	-2%	-22	-24%	3%
CC(NC(=O)OCc1ccccc1)C(=O)NCC1CCCO1 (stereo unspecified)	-1%	3%	11%	-10%	25	-14%	-1%
CCOc1ccc(-c2noc(=O)[nH]2)cc1	-13%	-8%	11%	-6%	48	1%	-15%
COc1cc(OC)c(N2CC(C(=O)NCCC3=CCCCC3)CC2=O)cc1Cl (stereo unspecified)	.	-3%	?	4%	?	-1%	117%[activator]
COc1cc(/C=C2/C(=O)N(c3ccc([N+](=O)[O-])cc3)N=C2N2CCOCC2)ccc1O	0%	9%	-5%	-24%	?	-7%	-17%
O=S(=O)(NNC(=S)Nc1ccc(S(=O)(=O)Nc2ncccn2)cc1)c1ccc(Br)cc1	1%	5%	0%	-14%	1	115%[activator]	-9%
C/C(=N\NC(=O)c1ccc(NS(=O)(=O)c2cccs2)cc1)c1ccc2c(c1)OCO2	3%	1%	25%	-9%	6	23%	18µM*
N#CSCC(=O)N1c2ccccc2CCc2ccccc21	0%	?	?	-13%	-102*	-7%	-33%
COC(=O)C(C(=O)OC)C(CC(=O)c1ccc(C)cc1)c1cc(OC)c(OC)c(OC)c1 (stereo unspecified)	3%	?	-9%	-13%	-3	-6%	141%[activator]
CC(=O)c1ccc(C(=O)Nc2nnc(-c3ccc(Cl)cc3)o2)cc1	1%	-4%	-26%	-2%	-12	57%[activator]	-49%
O=C(NCC1(N2CCCCC2)CCCCC1)c1cccc(S(=O)(=O)Nc2ccc(F)cc2)c1	.	2%	-4%	-24%	1	4%	-19%
COc1ccc(NC(=O)NC(C)c2ccc3c(c2)OCO3)c(OC)c1 (stereo unspecified)	1%	5%	-12%	3%	4	-9%	-14%
COc1cccc(C(=O)C[n+]2cccc3cc(OC)ccc32)c1	.	-4%	12%	0%	24	6%	-9%
COc1ccccc1OCC(=O)NNC(=O)Nc1ccccc1	.	.	5%	0%	24	3%	.
CCCCOC(=O)c1ccc(NC(=S)NC(=O)c2ccco2)cc1	-1%	11%	26%	4%	-6	23%	-34%
CC(=O)Nc1ccc(NC(=O)CSc2ccc([N+](=O)[O-])cn2)cc1	1%	4%	20%	-2%	-24	-12%	-11%
CC(=O)N1CCc2cc(Br)cc(S(=O)(=O)N3CCN(c4ccccn4)CC3)c21	4%	-14%	10%	2%	26	-5%	-13%
CC(=O)N1CC(C)Sc2ccc(S(=O)(=O)NC(C)c3ccccc3)cc21 (stereo unspecified)	-2%	-9%	?	0%	-72*	10%	20%
Cc1cc(OC(C)C(=O)NCCCn2ccnc2)c2c(C)cc(=O)oc2c1 (stereo unspecified)	-5%	-15%	6%	-1%	72	1%	-5%
O=C(CN1CCN(C(=O)c2cccc(S(=O)(=O)N3CCCC3)c2)CC1)Nc1ccc(F)cc1	.	3%	0%	-2%	?	-13%	76%[activator]
N#CC(C#N)=C1NC2(CCCCC2)Cc2ccccc21	2%	6%	-15%	3%	-8	-11%	-24%
C/C(CC(=O)Nc1c(C)cc(C)cc1C)=N\NC(=O)Cc1ccccc1	-4%	2%	-6%	3%	-27	56%[activator]	14%
COc1cc(-c2nc3cc(C)ccn3c2NC2CCCCC2)ccc1-c1ccc(C(C)=O)cc1	.	-9%	?	5%	-94*	-9%	-3%
O=S(=O)(c1ccc(F)cc1)N1CCN(S(=O)(=O)c2ccc3c(c2)OCCO3)CC1	.	.	.	0%	-12	.	-6%
O=C(COc1ccccc1)Nc1cccc2c1CCCC2	2%	-3%	-27%	-3%	-9	-5%	-4%
O=C(O)CSCNC(=O)C12CC3CC(CC(C3)C1)C2	-2%	-2%	13%	2%	30	3%	-12%
CC(C)NC(=S)N/N=C/c1ccc(C(C)(C)C)cc1	17%	4%	-14%	-2%	-1	99%[activator]	-31%
COc1ccc(Cl)cc1NC(=O)COC(=O)c1ccc(C)o1	.	?	?	8%	-39	-1%	-22%
O=C1CN(c2ccc(Cl)cc2)C(=O)CN1NC(=S)Nc1ccc(Cl)cc1	1%	-3%	0%	-4%	-11	3%	-43%
CC(C)(C)OC1NS(=O)(=O)OCC1NCOC(Cl)(Cl)Cl (stereo unspecified)	-1%	-17%	-22%	-9%	2	23%	-25%
CC(C)(C)c1ccc(NC(=O)c2cc(C3CCCN(C(=O)CCc4ccccc4)C3)on2)cc1 (stereo unspecified)	.	.	.	-10%	?	-7%	.
COc1cc(CN2CCN(C(=O)c3ccccc3F)CC2)cc(OC)c1OC	-8%	-6%	-2%	11%	37	?	21%
CC(=O)c1nc2ccccc2n1S(=O)(=O)c1ccc(C)cc1	8%	-10%	2%	-5%	-9	10%	2%
COc1ccc(C)cc1C(=O)CCC(=O)Nc1ccccc1N1CCOCC1	-13%	?	?	1%	-2	30%[activator]	31%
CCOc1cc(C(=O)NCc2ccc(C)cc2)ccc1OCC(=O)N1CCOCC1	1%	-14%	-5%	1%	-8	5%	10%
O=C(CN1CCN(CC(=O)Nc2ccccc2F)CC1)Nc1ccc(Cl)c(C(F)(F)F)c1	.	10%	.	-2%	25	.	.
COc1cccc(OC)c1C(=O)Nc1sc2c(c1C(N)=O)CCCC2	.	.	-14%	-6%	-13	-11%	.
O=C(c1ccc(Cl)cc1)c1cccc(O)c1	.	.	5%	-3%	10	-2%	.
CCOC(=O)C1CCN(C(=O)c2cc3cc(Br)ccc3oc2=O)CC1	3%	6%	26%	0%	43	-3%	-15%
CC1=C(C(=O)OCc2ccccc2)C(/C=C/c2ccccc2)NC(=S)N1 (stereo unspecified)	-1%	?	8.9µM*	-8%	-33	-11%[11.6 µM]	-34%
COc1ccc(N(CC(=O)Nc2ccccc2C(=O)N2CCCC2)S(=O)(=O)c2ccccc2)cc1	-2%	2%	17%	-1%	-13	-8%	28%
CC(C)(C)NC(=O)CN(Cc1cccs1)C(=O)CN1C(=O)C(=O)c2ccccc21	7%	?	15%	-3%	-28	4%	-23%
CN(C(=O)COC(=O)c1cc(=O)[nH]c2ccccc12)c1c(N)n(Cc2ccccc2)c(=O)[nH]c1=O	.	-17%	-17%	-5%	-39	-5%	?
COc1ccc(C)cc1Nc1cc(C)nc2nc(C)nn12	-5%	?	-30%	-2%	26	-1%	-12%
N#Cc1cc2c(nc1SCC1COc3ccccc3O1)CCC2 (stereo unspecified)	5%	-20%	?	-6%	-7	1%	-23%
COc1ccc(CN(C(=S)Nc2ccccc2)C2CC(=O)N(c3ccc(Cl)cc3)C2=O)cc1 (stereo unspecified)	-2%	3%	8%	-1%	6	-11%	-5%
